# Compound activity deposited in PubChem by Columbia University Molecular Screening Center.
# Htt clearance: clearance of mutant huntingtin inclusions, primary screen, imaging, HeLa Exon1htt(103Q)mCFP, confocal imaging; aggregate imaging; zero = plate's median compound well; inhibition, % at 1.5 µM; 0.42% of 47,000 active;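 active = inhibition of aggregate fluorescence above about 70%, also judged a hit by eye on the cell image, limit read from the data, passing the limit was not always enough; inconclusive = no rule stated for this call; inactive = not judged a hit on image review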;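 also: cells exposed to compound for three days before fixation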
# Htt clearance grain fraction: further read-out of Htt clearance, marked with its call; fraction fluorescence in grains; measured here: aggregate grain fluorescence fraction; active compounds read low;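 scaled fraction of total cell fluorescence in grains with unit not stated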
# * = called active by the depositor; u = inconclusive; x = no result given.
Htt clearance | Htt clearance grain fraction | smiles
-12.3 | 37.6 | COc1cccc(CNCc2ccc(SC)cc2)c1OC
33.7 | 13 | COc1cccc(-c2cc(C(=O)N3CCCCC3C)no2)c1 (stereo not drawn)
7.9 | 33 | O=C(Nc1ccccc1Cl)c1ccccc1Cl
-45.0 | 31.8 | CCOC(=O)c1ccc2c(c1)N(CC(=O)N1CCCC1)C(=O)C(C)(C)O2
-12.1 | 45.5 | COCCNS(=O)(=O)c1ccc(-c2ccc(S(=O)(=O)NCCOC)cc2)cc1
2.0 | 34 | C=CCn1c(SCC(=O)Nc2ccc3c(c2)OCO3)nnc1-c1ccccc1OC
-11.3 | 24.6 | Cc1ccccc1N1C(=O)C(Cl)=C(N2CCCCCC2)C1=O
-38.4 | 50.1 | O=C(CN1C(=O)CC(c2ccco2)Sc2ccccc21)NCC1CCCO1 (stereo not drawn)
-17.6 | 49.9 | CN(CCNC(=O)CCNC(=O)Cn1ccc2ccccc2c1=O)Cc1ccccc1
-15.4 | 20.8 | CCc1ccccc1NC(=O)CN1CCC(NC(=O)COC)CC1

# The last six compounds of the part above open the next one:
Htt clearance | Htt clearance grain fraction | smiles
-12.1 | 45.5 | COCCNS(=O)(=O)c1ccc(-c2ccc(S(=O)(=O)NCCOC)cc2)cc1
2.0 | 34 | C=CCn1c(SCC(=O)Nc2ccc3c(c2)OCO3)nnc1-c1ccccc1OC
-11.3 | 24.6 | Cc1ccccc1N1C(=O)C(Cl)=C(N2CCCCCC2)C1=O
-38.4 | 50.1 | O=C(CN1C(=O)CC(c2ccco2)Sc2ccccc21)NCC1CCCO1 (stereo not drawn)
-17.6 | 49.9 | CN(CCNC(=O)CCNC(=O)Cn1ccc2ccccc2c1=O)Cc1ccccc1
-15.4 | 20.8 | CCc1ccccc1NC(=O)CN1CCC(NC(=O)COC)CC1
23.9 | 28.1 | O=C(Nc1nccs1)c1ccc(Cl)s1
-43.9 | 51.5 | CCCc1cc(C(=O)Nc2cccnc2)no1
12.4 | 30.2 | CC(=O)NCCc1ccc(S(=O)(=O)N2CCOCC2)cc1
47.9 | 10.1 | CCNS(=O)(=O)c1ccc(Br)c(OC)c1
-72.5 | 34.9 | CCCCOCCCNC(=O)Cc1cccs1
-18.6 | 22.3 | COc1ccc(OC)c(C2/C(=C(\O)c3ccc(OC)c(Cl)c3)C(=O)C(=O)N2CCN(C)C)c1 (stereo not drawn)
-41.3 | 44.8 | O=C(Nc1ccccc1)N1CCN(c2cccc(C(F)(F)F)c2)CC1
7.6 | 16.8 | O=C(NCc1ccc(F)cc1)C1C2C=CC3(CN(Cc4cccnc4)C(=O)C13)O2 (stereo not drawn)
-54.4 | 30.1 | CCOc1cc(-c2nc(-c3ccc(C)nc3OCC)no2)cc(OCC)c1OCC
17.6 | 30.9 | N#CC(C(N)=O)=C1CCC2(CC1)OCCCCO2
39.7 | 22.7 | COc1cccc(/C=N/n2c(=S)n(C)c3cc(C)c(C)cc32)c1OC
15.3 | 14.4 | CCc1ccc(CCC(=O)Nc2nnc(C)s2)o1
10.4 | 16 | Cc1cc(NC(=O)c2cccc(S(=O)(=O)N3CCCC3)c2)no1
-20.9 | 21.2 | COc1ccccc1NC(=O)C1=C(C)Nc2nc(CCCO)nn2C1c1ccc2c(c1)OCO2 (stereo not drawn)
-20.5 | 59.9 | CC(=O)Nc1nnc(C)s1
63.8 | 14.4 | CC(=O)Nc1ccc(NC(=O)CSc2nnc(-c3ccccc3)n2Cc2ccc3c(c2)OCO3)cc1
-29.9 | 48 | N#Cc1nc(COc2ccccc2)oc1N1CCCCCC1
5.1 | 20.4 | CC(=O)c1cc(Cl)ccc1OC(=O)c1ccco1
18.0 | 27.3 | CN(C)c1ccc(C2CC(=O)NC3=C2C(=O)CC(C)(C)C3)cc1 (stereo not drawn)
-294.9 | 155 | Cc1nc2ccc(S(=O)(=O)NCC(=O)N3CCC(C)CC3)cc2s1

# Entries of single compounds, looked up by structure.
# `CC(=O)Nc1nnc(C)s1` is listed as Htt clearance: -20.5; Htt clearance grain fraction: 59.9
# `Cc1cc(NC(=O)c2cccc(S(=O)(=O)N3CCCC3)c2)no1` is listed as Htt clearance: 10.4; Htt clearance grain fraction: 16

# Going on with the list.
Htt clearance | Htt clearance grain fraction | smiles
12.4 | 33.9 | O=C(N/N=C1\CCCc2ccccc21)c1ccc([N+](=O)[O-])cc1Cl
-1.0 | 33.7 | CCOc1ccc(NC(=O)CSc2nnc(COc3c(C)cccc3C)o2)cc1
-69.3 | 34.1 | Nc1nc(C(=O)N2CCOCC2)nn1S(=O)(=O)c1ccc(Cl)cc1
-29.6 | 23.1 | CC(C)C(=O)Nc1ncc2c(n1)CC(c1cccs1)CC2=O (stereo not drawn)
42.7 | 22.7 | CCOC(=O)CC(NC(=O)c1ccco1)c1ccccc1Cl (stereo not drawn)
0.8 | 18.8 | Cc1ccc(C2CC2C(=O)NNC(=S)Nc2ccc(Cl)cc2)cc1 (stereo not drawn)
33.9 | 21.3 | O=C(CC1Oc2ccccc2NC1=O)NCCCN1CCN(C2CCCCC2)CC1 (stereo not drawn)
10.3 | 17.4 | O=C(CCSc1nnnn1-c1ccccc1)N1CCOCC1
7.9 | 40 | CCOC(=O)CSc1nc(-c2ccccc2)nc2c1oc1ccccc12
54.1 | 13.7 | CC1(C)CC(=O)C=C(N2CCNCC2)C1
3.7 | 18.8 | Cn1nnnc1SCC(=O)Nc1ccccc1-c1ccccc1
38.3 | 12.8 | N#Cc1c2n(c3c(=O)[nH]cnc13)CCCC2
20.2 | 31.5 | CNC(=O)COC(=O)c1[nH]c(C)c(C(C)=O)c1C
-22.3 | 24.8 | Cc1ccc(S(=O)(=O)NCC(=O)N(CC(=O)NCC2CCCO2)C2CCCC2)cc1 (stereo not drawn)
50.2 | 9.52 | O=C(CN1C(=O)CCS(=O)(=O)c2ccccc21)NCc1ccccc1
4.0 | 18.9 | CNc1nc(SCc2ccccc2)nc(N2CCOCC2)n1
-25.6 | 39.8 | COc1ccc(S(=O)(=O)C(C#N)c2nc3ccccc3nc2N2CCCCC2)cc1 (stereo not drawn)
-86.9 | 40.1 | COc1ccccc1Nc1nc2ccccc2[nH]1
23.0 | 15.1 | CCOC(=O)CN1C(=O)C(O)(CC(=O)c2ccco2)c2ccccc21 (stereo not drawn)
19.3 | 27.6 | CCOC(=O)N1CCN(c2c(NCCc3ccc(OCC)c(OCC)c3)c(=O)c2=O)CC1
15.4 | 31.2 | CC1(C)CC(=O)c2sc(NC(=O)c3ccco3)nc2C1
32.1 | 13.3 | O=C(Nc1ccc2c(c1)C(=O)N(CC1CCCO1)C2=O)c1cccc(Br)c1 (stereo not drawn)
-0.6 | 30.9 | Cc1ccc(S(=O)(=O)N2CCCN(S(=O)(=O)c3ccc4c(c3)OCCO4)CC2)cc1
8.5 | 18.4 | COC(=O)COc1ccc(S(=O)(=O)Nc2ccc(C(N)=O)cc2)cc1Cl
11.4 | 31.5 | O=C(c1cc(-c2ccccn2)nc2ccc(Br)cc12)N1CCc2ccccc2C1
7.1 | 17.4 | CCOC(=O)C1CCCN(C(=O)CNS(=O)(=O)c2ccc(Br)s2)C1 (stereo not drawn)
-302.2 | 124 | Cc1cc2nc(-c3ccco3)cc(C(F)(F)F)n2n1
-50.3 | 60.4 | COc1ccc(NC2=NCC(=O)N2c2ccccc2F)cc1
-35.7 | 29 | Cc1oc2ccc(OCc3ccc(F)cc3)cc2c1C(=O)O
48.5 | 15.4 | CCOC(=O)C1CCN(C(=O)c2ccc(Cl)c(S(=O)(=O)N3CCOCC3)c2)CC1

# Copied from the listing for reference:
Htt clearance | Htt clearance grain fraction | smiles
-50.3 | 60.4 | COc1ccc(NC2=NCC(=O)N2c2ccccc2F)cc1
-35.7 | 29 | Cc1oc2ccc(OCc3ccc(F)cc3)cc2c1C(=O)O
48.5 | 15.4 | CCOC(=O)C1CCN(C(=O)c2ccc(Cl)c(S(=O)(=O)N3CCOCC3)c2)CC1

# Continuation.
Htt clearance | Htt clearance grain fraction | smiles
-52.0 | 28.5 | CSc1ccccc1NC(=O)c1cccnc1
5.1 | 19.5 | O=C(NCC1CCCO1)c1ccc(S(=O)(=O)N2CCCCC2)cc1 (stereo not drawn)
-27.6 | 51.4 | COc1ccc(-c2cc(C(F)(F)F)nc(SCC(=O)Nc3cc(C)on3)n2)cc1OC
-54.7 | 59.9 | CC1(C)Cc2nc3nc(SCC(=O)NCCc4ccccc4)n(-c4ccccc4)c(=O)c3cc2CO1
39.5 | 11.1 | O=C1C2C3C=CC(C3)C2C(=O)N1CC1CCCO1 (stereo not drawn)
3.4 | 16 | COc1cccc(C2/C(=C(\O)c3ccc4c(c3)OCCO4)C(=O)C(=O)N2CCCN(C)C)c1OC (stereo not drawn)
-8.7 | 35.1 | Cc1ccc(C)c(N2CCN(C(=O)C3CCCCN3S(=O)(=O)c3ccc(F)cc3)CC2)c1 (stereo not drawn)
-1.6 | 20.9 | O=C(CC1(O)C(=O)Nc2ccccc21)c1ccc(-n2cccc2)cc1 (stereo not drawn)
18.0 | 15.9 | Cc1[nH]nc(SCC(=O)N2CCC(C)CC2)c1[N+](=O)[O-]
-16.8 | 21.7 | Cc1ccc2[nH]c(=O)c(C(c3nnnn3Cc3ccccc3)N3CCc4ccccc43)cc2c1 (stereo not drawn)

# Exported with values under each structure: part of the list above
# Results follow in this order: Htt clearance	Htt clearance grain fraction
> CNc1nc(SCc2ccccc2)nc(N2CCOCC2)n1
  4.0	18.9
> COc1ccc(S(=O)(=O)C(C#N)c2nc3ccccc3nc2N2CCCCC2)cc1 (stereo not drawn)
  -25.6	39.8

# New compounds follow
Htt clearance | Htt clearance grain fraction | smiles
-30.3 | 27.3 | COc1ccc(S(=O)(=O)N2CCN(C3CCN(Cc4ccccc4)CC3)CC2)cc1
u | x | COc1ccc(OCC(=O)Nc2ccc(S(=O)(=O)Nc3cc(C)nc(C)n3)cc2)cc1
15.0 | 17.8 | Cc1nnc2c(-c3ccccc3)nc3ccccc3n12
-15.0 | 46.4 | CC1(C)CC(=O)C=C(NCc2cccnc2)C1
37.2 | 26.7 | O=C(O)c1ccc2c(c1)C(c1ccccc1)OC2=O (stereo not drawn)
-9.5 | 44.4 | COCCCNC(=O)CSC1=Nc2ccccc2C2=NC(CC(=O)NCc3ccccc3)C(=O)N12 (stereo not drawn)
-18.2 | 52 | CCN(CC)C(=O)c1sc2nc(-c3ccc(OC)cc3)cn2c1C
0.7 | 37.3 | COc1ccc(C(=O)Nn2c(SCC(=O)N3CCC(C)CC3)nc3ccccc3c2=O)cc1
45.7 | 10.1 | O=C(CSc1nnc(-c2cccnc2)n1C1CCCCC1)NC1CCCCC1
-56.8 | 64.2 | COC(=O)C1CCN(S(=O)(=O)c2cn(C)c(=O)n(C)c2=O)CC1
31.9 | 25 | CCCCC(=O)NC(Nc1cc(C)ccn1)(C(=O)OCC)C(F)(F)F (stereo not drawn)
-13.8 | 21.8 | COC(=O)C(C)NC(=O)C12CC3CC(CC(C3)C1)C2 (stereo not drawn)
21.9 | 15.4 | COCCCNC(=O)COc1ccc(S(=O)(=O)Nc2ccccc2)cc1
-7.2 | 47.1 | COc1ccc(OC)c(C(C)NC(=O)c2ccco2)c1 (stereo not drawn)
2.3 | 43.1 | COc1ccc(C)cc1S(=O)(=O)N1CCN(Cc2ccccc2)CC1
1.6 | 19 | COC(=O)[C@@H](NC(=O)NCc1ccccc1Cl)C(C)C
-13.1 | 20.1 | Cc1ccccc1NS(=O)(=O)c1cc(C(=O)NCc2ccco2)ccc1C
-108.5 | 69.6 | CCOC(=O)CN1CC23C=CC(O2)C(C(=O)Nc2ccc(C(C)=O)cc2)C3C1=O (stereo not drawn)
-13.8 | 35.2 | COc1cc(NC(=O)CN(c2cc(C)cc(C)c2)S(=O)(=O)c2c(C)noc2C)cc(OC)c1
49.1 | 10.5 | COc1ccc(NC(=O)C2CCN(C(=O)NC3CCCCC3)CC2)c(OC)c1
-2.2 | 35.8 | Cc1ccc(N(C(=O)Cn2nnc3ccccc32)C(C(=O)NC2CCCCC2)c2cn(C)nc2C)cc1 (stereo not drawn)
27.0 | 14 | CCn1c(-c2ccco2)nc2ccccc21
-57.7 | 28.5 | CCCCOCCCNC(=O)c1ccc2c(c1)OCO2
-27.1 | 42.6 | CCNC(=O)N(C(=O)NCC)n1c(C)nnc1C
58.5 | 8.65 | Cc1nc2ccccn2c1C(=O)NCc1cccnc1

# An excerpt; count on the stated rates, not on these rows.
